Screens: PubChem, several laboratories
ABCG2 inh = blocks JC-1 efflux by human ABCG2 transporter. Q9UNQ0. IgMXP3 cells, flow cytometry. inhibition, % at 6.6 µM. 190,000 compounds, 0.1% hits. AID 1325;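 active = inhibition above 80%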;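 note: 0% = DMSO and 100% = nicardipine control wells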
Target sequence (Q9UNQ0 whole entry, looked up): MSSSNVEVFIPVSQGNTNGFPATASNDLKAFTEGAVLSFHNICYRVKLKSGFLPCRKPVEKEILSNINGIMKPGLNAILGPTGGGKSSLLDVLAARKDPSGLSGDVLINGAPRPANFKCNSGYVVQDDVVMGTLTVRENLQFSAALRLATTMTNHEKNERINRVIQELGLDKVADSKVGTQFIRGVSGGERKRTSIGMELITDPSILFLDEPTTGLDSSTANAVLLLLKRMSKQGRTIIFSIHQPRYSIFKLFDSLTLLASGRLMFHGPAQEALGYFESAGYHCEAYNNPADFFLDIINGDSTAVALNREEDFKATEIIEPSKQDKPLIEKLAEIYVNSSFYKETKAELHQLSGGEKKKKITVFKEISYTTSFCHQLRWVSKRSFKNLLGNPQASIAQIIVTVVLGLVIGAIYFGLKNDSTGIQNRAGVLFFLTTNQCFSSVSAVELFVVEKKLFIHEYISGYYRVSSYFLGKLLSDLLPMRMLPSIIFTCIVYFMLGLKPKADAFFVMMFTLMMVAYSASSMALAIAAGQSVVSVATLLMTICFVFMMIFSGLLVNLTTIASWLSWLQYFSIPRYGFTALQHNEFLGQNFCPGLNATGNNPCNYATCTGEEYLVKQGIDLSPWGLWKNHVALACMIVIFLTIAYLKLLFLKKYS
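Assay system – ABCG2 IgMXP3 and barcoded ABCB1 CCRF-Adr cell mix · Input – 3 million cells/mL in well · Reagent – JC-1 fluorescent substrate · Compound – single test compound dose, 6.6 µM final · Timing – 10 min exposure at 25 °C with rotation, no wash · Detection – flow cytometry of retained JC-1 fluorescence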
Cdc42 wt = modulators (inhibitors or activators) of GTP binding to human Cdc42 wildtype | P60953 | GST-Cdc42 beads, Bodipy-GTP binding, flow cytometry; actives lie on both sides | percent activity (GTP binding), % at 10 µM | 190,000 compounds, 0.2% hits | AID 761;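 active = percent activity GTP binding at least 20 points away from the 100% baseline, either down as inhibitor or up as activator; inconclusive = compound flagged as likely green fluorescent from well-wide comparison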;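 note: median bead fluorescence of bound Bodipy-FL-GTP at 100 nM; 0% = excess unlabeled GTP control and 100% = no compound control; below 100% means less GTP binding so inhibitor and above means activator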
Target sequence (P60953 whole entry, looked up): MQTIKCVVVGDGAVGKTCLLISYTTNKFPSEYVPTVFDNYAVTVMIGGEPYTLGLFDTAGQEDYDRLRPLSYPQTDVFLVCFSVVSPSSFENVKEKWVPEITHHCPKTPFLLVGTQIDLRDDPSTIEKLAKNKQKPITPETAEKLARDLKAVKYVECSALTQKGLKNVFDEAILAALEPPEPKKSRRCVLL
Rac1 wt GTP bind = alters GTP binding to wildtype human Rac1; AID 757; GST-Rac1 beads, fluorescent GTP binding, flow cytometry; actives lie on both sides; 0 = cold GTP competed, 100 = untreated; P63000; GTP binding activity (% of control), % at 10 µM; 190,000 compounds, 0.27% hits;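 active = GTP binding activity at least 20 points away from the 100% control level, either lower or higher; inconclusive = compound flagged as likely green fluorescent, judged across all proteins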
Avidin bead fluor = compound fluoresces at 488/530 nm on avidin beads; fluorescence (KMESF) at 10 µM; 220,000 compounds, 0.38% hits; AID 1775; compound fluorescence 488/530 nm, flow cytometry; hits give high values; in the data active = fluorescence above about 47; note: inactives centre near 10
Rab7 wt GTP bind = modulators of GTP binding to dog Rab7 wildtype GTPase. 190,000 compounds, 0.055% hits. AID 758. GST-Rab7 beads, fluorescent GTP binding, flow cytometry; actives lie on both sides; untreated = 100%, excess cold GTP = 0%. GTP binding activity (percent of control), % at 10 µM;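 active = fluorescent GTP binding to Rab7 beads changed by at least 20 points from the 100% baseline, either direction, mostly lower; inconclusive = compound itself probably fluorescent, or too few beads counted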;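 note: median green fluorescence of bound Bodipy-FL-GTP per Rab7 bead population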
Rab2A wt mod = changes GTP binding to wildtype dog Rab2A, up or down; P61105; GST-Rab2 wt beads, Bodipy-GTP binding, flow cytometry; GTP binding activity, % at 10 µM; 190,000 compounds, 0.19% hits; AID 760;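 active = GTP binding activity at least 20 points away from 100%, either lowered or raised; inconclusive = signal likely due to the compound's own green fluorescence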;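 note: 0% = beads with excess unlabeled GTP and 100% = no-compound control corrected for plate trend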
HRas wt GTP bind = changes GTP binding to wildtype human HRas | P01112 | GST-Ras wt beads, Bodipy-FL-GTP binding, flow cytometry; actives lie on both sides | GTP binding activity, % at 10 µM | 190,000 compounds, 0.14% hits;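 active = GTP binding activity at least 20% away from the 100% baseline, either lowered as inhibitor or raised as activator; inconclusive = flagged as likely green fluorescent, judged across all proteins in the well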;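 note: 0% = unlabeled GTP competition control and 100% = no-compound control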
Target sequence (P01112 whole entry, looked up): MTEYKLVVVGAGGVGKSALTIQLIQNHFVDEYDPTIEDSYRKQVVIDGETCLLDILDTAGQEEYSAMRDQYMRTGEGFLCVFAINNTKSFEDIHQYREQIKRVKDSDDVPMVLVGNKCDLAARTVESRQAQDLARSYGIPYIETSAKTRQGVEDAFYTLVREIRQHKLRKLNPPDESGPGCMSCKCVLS
Rac1 act GTP bind = modulators of GTP binding to human Rac1 activated mutant | P63000 | GST-Rac1 activated beads, fluorescent GTP binding, flow cytometry; actives lie on both sides; 100% means binding = to untreated wells | percent activity (GTP binding), % at 10 µM | 190,000 compounds, 0.11% hits;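 active = GTP binding at least 20 percentage points away from the 100% baseline, in either direction, so actives lie on both sides; inconclusive = Compound likely fluorescent itself, or too few beads counted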
ABCB1 block = human ABCB1 inhibition, ABCG2 as counter-screen; P08183; CCRF-Adr cells, JC-1 efflux, flow cytometry; inhibition, % at 6.6 µM; 190,000 compounds, 0.067% hits; AID 1326; in the data active = inhibition above about 40%;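 note: 0% = vehicle and 100% = reference inhibitor; higher value means more JC-1 retained so stronger ABCB1 efflux block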
GSH fluor = compound fluoresces at 488/530 nm on GSH beads | fluorescence (KMESF) at 10 µM | AID 1776 | GSH beads flow cytometry, compound fluorescence 488/530 nm; hits give high values | 190,000 compounds, 0.25% hits; in the data active = fluorescence above about 89;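 note: glutathione beads carrying GST-tagged Bcl family fusion proteins plus one bare bead set; values are compound well signal with DMSO vehicle wells as background; inactives centre near 16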
Pf gamet viab = inhibitors of late stage P. falciparum gametocyte viability; inhibition, % at 10.9 µM; 150,000 compounds, 0.065% hits; P. falciparum stage V gametocytes, ATP luminescence, 24 h;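 active = inhibition above the mean plus 3 SD of compounds within the control limits, set per campaign, cut at about 38% in these data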;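 note: 0% = DMSO wells and 100% = medium only without gametocytes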
Starred values were filed as active, the others as inactive; ? = inconclusive; · = not tested or not shown.

no.	smiles	ABCG2 inh	Cdc42 wt	Rac1 wt GTP bind	Avidin bead fluor	Rab7 wt GTP bind	Rab2A wt mod	HRas wt GTP bind	Rac1 act GTP bind	ABCB1 block	GSH fluor	Pf gamet viab
1	COc1ccc(NC(=O)c2ccco2)cc1NC(=O)c1c(F)c(F)c(OC)c(F)c1F	15	104	109	13	99	100	104	99	-0.8	41	5
2	O=S(=O)(Cc1ccc(Cl)cc1)c1ccccc1-c1nnc(-c2ccccc2)o1	-5	101	101	30	95	101	100	101	-4.8	27	16
3	Cc1nn(C(C)C(=O)O)c(=O)c2c1sc1ccccc12 (stereo not given)	0	102	103	22	98	96	98	94	0.3	10	·
4	CCOc1cc(NC(=S)NCc2ccco2)c(OCC)cc1NC(=O)c1ccco1	9	96	100	13	103	97	98	94	1.1	24	3
5	Cc1ccc(SCc2ccc(C(=O)Nc3cccc([N+](=O)[O-])c3C)cc2)cc1	3	106	102	14	96	104	104	103	0.4	61	·
6	CCOCCCn1c(SCc2nc3sc(C(=O)O)c(C)c3c(=O)[nH]2)nnc1-c1ccc(Cl)cc1	1	98	96	11	93	95	94	94	0.3	12	15
7	CCN(CC)CCNC(=O)c1ccc(Cl)c(S(=O)(=O)Nc2ccc(Cl)cc2)c1	1	99	99	6	99	97	99	96	0.1	30	-6
8	CCN(CC)C(=O)C1CCN(S(=O)(=O)c2cccc3nonc23)CC1	0	97	99	15	98	98	98	98	0.0	29	·
9	O=C1CC(=O)C(n2cncn2)C(c2cccc(Cl)c2)C1 (stereo not given)	1	97	97	5	92	95	97	96	0.1	21	23
10	COc1ccc(C2CC(c3ccccc3)=NN2c2ccc(S(N)(=O)=O)cc2)cc1 (stereo not given)	1	78*	98	7	104	97	99	94	-0.2	10	-22
11	COc1ccc2c(c1)CCc1c(C(=O)NCC(C)C)noc1-2	23	104	104	6	104	104	103	96	0.6	10	-14
12	CNC(=S)NNC(=O)c1sc2cc(C(F)(F)F)cnc2c1-c1cccnc1	0	96	101	10	96	98	96	92	0.4	20	·
13	CN1C(=O)N(CN2CCCCC2)C2C1N(C)C(=O)N2CN1CCCCC1 (stereo not given)	0	104	103	4	98	101	99	100	0.1	22	·
14	CC1(c2ccccc2Cl)NC(=O)N(CC(=O)Nc2ccc3c(c2)OCO3)C1=O (stereo not given)	2	98	96	23	104	99	102	95	0.3	7	·
15	CCCCC(=O)NS(=O)(=O)c1ccc(N=NN2CCCCC2)cc1	2	102	104	13	97	100	101	100	0.0	16	4
16	CC(=O)/C(=N\Nc1ccccc1Cl)Sc1cccc2cccnc12	-1	91	100	2	94	93	95	95	0.1	6	·
17	COc1ccccc1-c1cc(C(F)(F)F)nc(S(=O)(=O)CCCC(=O)N2CCCCC2C)n1 (stereo not given)	6	100	99	41	101	98	100	97	0.9	14	·
18	Oc1cc2ccccc2cc1-c1n[nH]c(=S)o1	-1	95	93	35	98	91	96	92	-0.2	14	·
19	Cc1ccc(OCCSc2nnc(NC(=O)c3ccco3)s2)cc1	1	103	98	37	98	99	101	97	0.1	12	-11
20	COc1ccc(C2c3c(ccc4ccccc34)Oc3ncn4nc(-c5ccco5)nc4c32)cc1OC (stereo not given)	5	97	101	14	98	98	99	98	5.0	16	16
21	COC(=O)c1c(-c2ccc(F)cc2)csc1NC(=O)c1ccco1	1	92	95	23	93	92	92	92	0.1	25	·
22	COc1ccc(C(N)=S)c(OC)c1	4	101	105	13	96	99	100	100	0.0	2	-8
23	CCn1c(Cn2nnc(-c3ccccc3)n2)nnc1SCc1ccc(Cl)c(Cl)c1	0	99	101	9	96	95	100	96	0.5	10	-18
24	CCOc1ccc(N2C(=O)Nc3ccccc3C2(O)C(=O)NCc2ccc3c(c2)OCO3)cc1 (stereo not given)	3	107	104	18	111	109	106	102	0.1	21	·
25	CCOC(=O)N1CCN(C(=O)c2cc3c(=O)n(C)c4ccccc4c3n2C)CC1	1	99	101	5	99	101	99	99	0.8	19	·
26	Cc1cc2c(c(=O)o1)C(Cc1ccccc1)C(C#N)=C(N)O2 (stereo not given)	6	99	102	9	101	101	99	98	0.5	10	·
27	CCOc1ccc(/C=N/NC(=O)COc2ccccc2-c2ccccc2)cc1	5	103	104	16	98	100	102	101	0.8	9	·
28	CCOC1=NS(=O)(=O)c2ccccc21	-2	102	106	7	100	101	101	103	0.1	14	-6
29	O=C(Nc1ccccc1)Nc1nnc(SCc2ccc(Cl)cc2)s1	-9	97	100	10	95	93	96	95	-0.6	11	-13
30	COc1ccc(NC(=O)c2c(-c3ccccc3Cl)noc2C)c(OC)c1	69	100	108	33	103	101	101	98	3.3	24	·
31	O=C(Cn1cc(C(=O)c2cccs2)c2ccccc21)NCc1ccc2c(c1)OCO2	7	102	101	21	96	95	99	99	1.1	16	·
32	CCN(Cc1ccccc1)S(=O)(=O)c1nc2nc(C)c(C)c(C)n2n1	2	98	95	11	95	98	98	94	0.3	22	9
33	N#Cc1c(F)cccc1N1CCOCC1	0	100	99	6	98	99	101	98	-0.2	33	·
34	CC(=O)Nc1ccc(S(=O)(=O)N2CCSC2c2ccco2)cc1 (stereo not given)	4	99	104	3	104	99	98	100	0.6	11	1
35	COc1ccc(C(C#N)N2CCC(c3ccccc3)=N2)cc1OC (stereo not given)	1	97	99	11	97	95	96	98	0.4	22	-6
36	Clc1ccc(CSc2nnc([C@@H]3CCCN3)o2)cc1	9	99	100	11	100	101	99	99	0.4	32	-2
37	CCCCn1nnc(NC(=O)CC23CC4CC(CC(C4)C2)C3)n1	2	96	100	7	99	99	98	96	0.2	13	·
38	COc1cc2c(=O)n(Cc3ccccc3)c(=O)n(CC(=O)NCC3CCCO3)c2cc1OC (stereo not given)	2	103	105	8	101	101	99	98	0.5	13	-8
39	O=C(CSc1nc2ccsc2c(=O)n1Cc1ccccc1)NCc1ccco1	29	102	104	12	100	97	98	100	2.4	30	·
40	CCCc1cc(C(=O)Nc2cc(OC)c(Cl)cc2OC)no1	2	99	99	6	98	99	98	97	0.5	23	·
41	O=C(CC1Sc2ccccc2NC1=O)OC(C(=O)NCCc1ccccc1)c1cccnc1 (stereo not given)	1	95	92	23	96	94	95	93	0.6	12	·
42	O=C(O)CCC(=O)Nc1ccccc1C(=O)Nc1ccccc1	2	109	107	37	104	105	105	102	0.6	19	·
43	O=C(CCN1C(=O)c2ccccc2C1=O)CN1CCOCC1	1	100	98	7	101	99	97	96	1.3	13	-17
44	C/C(=N/NC(=O)c1ccc2nc[nH]c2c1)c1cccs1	-7	100	101	10	100	101	100	98	0.1	11	-12
45	CC1CCN(S(=O)(=O)c2cc(Cl)ccc2Br)CC1	-6	105	105	15	99	102	102	100	-0.4	23	·
46	COCCn1c(SCC(=O)N2CCCCC2)nc2ccccc2c1=O	3	?	?	15	?	?	?	?	0.9	20	·
47	CCOC(=O)C1=C(C)Nc2ncnn2C1c1ccc2c(c1)OCO2 (stereo not given)	2	99	98	16	103	97	99	93	0.9	33	32
48	O=C(NC1CCSC1=O)C1CCCCC1 (stereo not given)	0	99	100	10	97	101	97	98	0.1	26	-20
49	Cc1nc2oc3ccc(F)cc3c(=O)c2cc1C(=O)NC(C)(C)C	10	97	99	8	95	96	97	98	1.4	19	-11
50	O=C(NC(=S)Nc1cc(-c2nc3ccccc3[nH]2)ccc1Cl)c1ccc2c(c1)OCO2	-1	101	103	19	99	98	100	98	-0.1	14	·
51	Cc1ccc(-c2csc3ncnc(Cl)c23)cc1	0	98	99	4	100	96	97	98	0.0	7	-9
52	CCOc1ccc(S(=O)(=O)N(C)c2ccc(OCC(=O)NC3=NCCS3)cc2)cc1	-2	97	96	22	99	98	99	95	-0.3	11	17
53	O=C(O)C1CCC(=O)N(C2CCCCC2)C1c1ccccc1 (stereo not given)	0	99	100	12	97	96	97	97	0.1	11	·
54	CC(/C=C/c1ccc2c(c1)OCO2)=N\NC(=O)c1cccc([N+](=O)[O-])c1	4	105	111	9	105	103	103	100	0.5	11	6
55	CC(C)[C@H](NC(=O)NC1CCCC1)C(=O)O	13	102	102	8	102	101	100	97	0.4	13	·
56	CCOC(=O)N1CCN(C(=O)COc2cccc3c2CCN(CC)C3=O)CC1	1	95	96	21	93	96	95	94	0.0	7	-18
57	CCOc1cc(C(=O)N2CCN(c3ccc(C(C)=O)cc3)CC2)cc(OCC)c1OCC	4	98	102	22	94	98	99	98	1.3	19	·
58	COc1cccc(/C=N/n2cncn2)c1OCC#N	3	102	98	27	96	98	99	97	0.1	16	·
59	CC(Oc1ccccc1)C(=O)N/N=C/c1ccccn1 (stereo not given)	2	97	100	12	101	101	98	97	0.5	13	17
60	COCCOc1ccc(C(F)(F)F)cc1Nc1nc2ccccc2o1	14	105	105	9	99	101	101	99	0.4	22	8

(list continues)
no.	smiles	ABCG2 inh	Cdc42 wt	Rac1 wt GTP bind	Avidin bead fluor	Rab7 wt GTP bind	Rab2A wt mod	HRas wt GTP bind	Rac1 act GTP bind	ABCB1 block	GSH fluor	Pf gamet viab
61	CCC(CC)C(=O)Nc1ccc([N+](=O)[O-])cn1	2	93	99	9	104	100	102	98	-0.2	21	8
62	CC(C)Oc1ccc(C(=O)Nc2ccccc2N2CCCC2)cc1	1	102	100	9	96	98	100	99	0.2	5	-59
63	Cc1csc(SCC(=O)Nc2sccc2C(N)=O)n1	2	90	93	10	96	95	96	98	0.1	10	18
64	CCc1ccccc1N1C(=O)c2ccccc2S1(=O)=O	9	102	98	14	96	98	100	99	0.3	9	·
65	COC(=O)C(CCSC)NC(=O)c1cccc([N+](=O)[O-])c1 (stereo not given)	3	106	110	13	103	103	104	105	0.7	14	-6
66	CCc1ccc(C(=O)/C=C/c2ccc([N+](=O)[O-])o2)cc1	6	101	98	12	102	98	101	95	3.0	38	·
67	Cc1ccccc1-c1cccc([C@@H]2C[C@H]3CN(Cc4cccnc4)C(=O)[C@]34CCCN24)c1	2	96	100	7	107	102	98	94	2.8	18	·
68	COc1cccc(-c2nn(-c3ccccc3)cc2CN2CCCO2)c1	3	95	95	7	97	98	98	95	1.2	13	-8
69	NC(=O)N(CCC(=O)O)c1ccccc1	4	101	102	5	98	100	101	100	0.8	17	11
70	N#Cc1nc(-c2ccc(F)cc2)oc1NCCCn1ccnc1	6	95	96	8	107	99	97	93	0.6	14	·
